Source: PubChem BioAssay (National Center for Advancing Translational Sciences (NCATS))
EPAC2 ag: qHTS for Agonist of cAMP-regulated guanine nucleotide exchange factor 4 (EPAC2): primary screen; EPAC2 activation, biochemical qHTS; response scale: 100% = 6.5 mM cAMP response; 360,000 compounds, 0.079% hits; Rap guanine nucleotide exchange factor 4 (Homo sapiens), Q8WZA2; Potency, µM (highest dose often 154 µM), inactives show at the top dose activation, usual class: activators; also: potency is read from the fitted curve at half-maximal effect; nearly all actives have a fitted effect of over 50% in size
Target sequence (Q8WZA2 whole entry, looked up): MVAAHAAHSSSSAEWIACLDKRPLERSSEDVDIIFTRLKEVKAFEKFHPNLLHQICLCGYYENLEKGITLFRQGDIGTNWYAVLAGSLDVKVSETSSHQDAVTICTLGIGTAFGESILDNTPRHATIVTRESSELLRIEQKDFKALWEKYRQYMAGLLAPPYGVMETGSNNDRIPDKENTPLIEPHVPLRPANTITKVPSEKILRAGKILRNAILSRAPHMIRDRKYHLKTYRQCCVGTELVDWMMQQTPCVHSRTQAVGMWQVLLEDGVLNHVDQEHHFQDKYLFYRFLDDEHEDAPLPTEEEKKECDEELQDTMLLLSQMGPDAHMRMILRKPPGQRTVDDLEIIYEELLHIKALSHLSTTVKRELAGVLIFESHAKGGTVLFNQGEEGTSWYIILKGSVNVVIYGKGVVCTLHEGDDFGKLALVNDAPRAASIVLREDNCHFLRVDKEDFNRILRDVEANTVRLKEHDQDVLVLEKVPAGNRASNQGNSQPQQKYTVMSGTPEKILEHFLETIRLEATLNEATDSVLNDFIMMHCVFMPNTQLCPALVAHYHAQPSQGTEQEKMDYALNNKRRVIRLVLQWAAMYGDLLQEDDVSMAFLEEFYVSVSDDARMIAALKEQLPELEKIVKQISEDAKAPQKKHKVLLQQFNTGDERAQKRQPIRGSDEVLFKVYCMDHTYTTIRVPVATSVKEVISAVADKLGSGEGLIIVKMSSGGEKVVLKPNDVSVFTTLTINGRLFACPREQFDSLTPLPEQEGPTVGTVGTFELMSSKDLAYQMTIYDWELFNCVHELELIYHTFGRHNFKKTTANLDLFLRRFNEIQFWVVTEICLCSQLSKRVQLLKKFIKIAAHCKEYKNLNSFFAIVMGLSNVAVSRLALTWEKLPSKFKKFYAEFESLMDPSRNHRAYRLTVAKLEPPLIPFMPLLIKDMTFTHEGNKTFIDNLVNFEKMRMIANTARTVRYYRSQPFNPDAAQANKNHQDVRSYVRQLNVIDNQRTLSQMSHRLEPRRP
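Readout is BODIPY fluorescence (480 nm excitation, 540 nm emission), which falls as labeled GDP is exchanged off Rap1B. EPAC2 at 100 nM acted on 250 nM RAP1B-BODIPY-GDP with 50 uM GDP present.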
A549 tox: Nrf2 qHTS screen for inhibitors: counterscreen for cytotoxicity; A549 ARE-Fluc cells, CellTiter-Fluor viability, 18-24 h; Potency, µM (top dose mostly 46 µM), for inactives: at the top dose activity change, negative = cytotoxicity, most hits filed as inhibitors; 390,000 compounds, 0.16% hits; also: potency is read from the fitted curve at half-maximal effect; % is scaled to controls: 0 for no effect and ±100 for the full control effect
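Cytotoxicity counterscreen: CellTiter-Fluor fluorescence was measured in A549 ARE_Fluc cells after 18-24 h of compound exposure in a concentration series. The subsequent BugLite luminescent read reports ARE-luciferase activity.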
Nrf2 activator: qHTS of Nrf2 Activators; Potency, µM (series often up to 46.1 µM), for the others: at the highest dose activation, usual class: activators; AID 624171, 2012; 410,000 compounds, 0.31% hits; AREc32 ARE-luciferase reporter (MCF7-derived line), luminescence, 24 h; also: potency is read from the fitted curve at half-maximal effect; % of control where 0% means no effect; nearly all actives have a fitted effect of over 65% in size
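ARE activation measured as luciferase luminescence (Steady-Glo, 30 min RT) in AREc32_Fluc cells after 24 hr compound exposure at 37 deg C, 5% CO2; cells seeded overnight at 1000/well in OPTI-MEM, 5% FBS.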
ATXN viability: Viability Counterscreen for Primary qHTS for Inhibitors of ATXN expression; AID 651635, 2014; 400,000 compounds, 0.49% hits; Potency, µM (titrated, usually from 56.7 µM), most hits filed as cytotoxic; S2 cells (HEK-293 line with an ATXN2-luciferase reporter) viability, CellTiter-Fluor protease fluorescence, 24 h; also: potency is read from the fitted curve at half-maximal effect; nearly all actives have a fitted effect of over 40% in size
TGFb inhibitor: qHTS for Inhibitors of TGF-b; HepG2 CAGA-GFP TGF-b/SMAD3 reporter, GFP fluorescence, 18 h; TGF-beta stimulated, 500 pg/mL final; Potency, µM (series often up to 46.1 µM), without a hit: top-dose activity, negative = inhibition, actives largely listed as inhibitors; 410,000 compounds, 1.2% hits; AID 588855, 2011; also: potency is read from the fitted curve at half-maximal effect; % is scaled to controls: 0 for no effect and ±100 for the full control effect; nearly all actives have a fitted effect of over 65% in size
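HEPG2 CAGA-GFP reporter cells (1000/well, DMEM with 1% FBS) received compounds, then recombinant TGF-beta at 500 pg/mL final for 18 hours at 37 degrees C. Per-cell GFP summed per well was normalised to unstimulated and stimulated DMSO controls before curve fitting.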
HepG2 viability: qHTS for Inhibitors of TGF-b: Cytotox Counterscreen; HepG2 CAGA-GFP viability, ATP luminescence, 18 h; Potency, µM (highest dose often 46.1 µM), without a hit: at the highest dose activity change, negative = cytotoxicity, usual class: cytotoxic; 410,000 compounds, 0.76% hits; also: potency is read from the fitted curve at half-maximal effect; some results filed as inactive show a strong effect at the top dose
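CellTiter-Glo luminescence gave cytotoxicity after 18 hours at 37 degrees C. The cells were HepG2 CAGA-GFP in 1% FBS DMEM, stimulated with 500 pg/mL TGF-beta after compound addition. %Activity was normalised to no-cell wells (complete cell-killing) and DMSO (no toxicity), and curves were fitted and classified.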
IL-2 act: qHTS of IL-2 Activators. 360,000 compounds, 0.065% hits. activation, % (series mostly up to about 46 µM). IL-2 activation reporter assay, cell-based qHTS; stimulated with anti-CD3/CD4/CD28 beads; in transgenic mouse T cells; in the data active = activation above about 50%; inconclusive = mostly about 30% to 49%; also: 0% is about no effect
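Using fluorescent plate cytometry, EGFP and DsRed are detected in transgenic mouse T cells stimulated 18 h at 37 degrees C with antibody-coated beads after 60 min compound pretreatment.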
ATXN2 expr inh: Primary qHTS for Inhibitors of ATXN expression; HEK-293 ATXN2-luciferase reporter, luminescence, 24 h; Potency, µM (highest dose often 57 µM), without a hit: at the highest dose activity change, negative = inhibition, hits mostly inhibitors; 360,000 compounds, 0.72% hits; also: potency is read from the fitted curve at half-maximal effect; % is scaled to controls: 0 for no effect and ±100 for the full control effect; nearly all actives have a fitted effect of over 55% in size
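ATXN2-luciferase reporter cells (luciferase flanked by upstream and downstream ATXN2 gene portions) were treated 24 h at 37 °C with compounds at up to 57 uM. SteadyGlo luminescence gave expression; GF-AFC fluorescence gave viability.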
Nrf2 block: Nrf2 qHTS screen for inhibitors; 360,000 compounds, 2.1% hits; Potency, µM (titrated, usually from 46 µM), for the others: top-dose activity change, negative = inhibition, actives largely listed as inhibitors; A549 ARE-Fluc reporter, luciferase luminescence, 18-24 h; also: potency is read from the fitted curve at half-maximal effect; % is scaled to controls: 0 for no effect and ±100 for the full control effect; nearly all actives have a fitted effect of over 60% in size
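A549 ARE_Fluc cells, 5000/well, 5% FBS OPTI-MEM; compounds in dose-response, 18-24 h at 37 °C/5% CO2; CellTiter-Fluor viability read (Ex 405/Em 525), then BugLite luciferase luminescence = Nrf2 activity.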
The depositor's hits bear a star; i = inactive; ? = inconclusive; . = not tested or not shown; [ ] = another dose, or the depositor's remark. Unless noted, calls follow the shape of the dose curve; as a rule, active = well fitted curve in the direction sought with a large enough effect; inconclusive = small, poorly fitted or top-dose-only effect, or another doubt; inactive = no such curve, though single readings can be large; an effect the other way counts as inactive or inconclusive. Rows were taken by chance. Share with any hit: about 4.3%.

SMILES | EPAC2 ag | A549 tox | Nrf2 activator | ATXN viability | TGFb inhibitor | HepG2 viability | IL-2 act | ATXN2 expr inh | Nrf2 block
Clc1cc2c(c(Cn3cnc4ccccc43)c1)OCOC2 | 3% | -2% | -0.1% | i | -9% | -28% | 1.2 | 2% | ?
O=[N+]([O-])c1cc(C(F)(F)F)cc([N+](=O)[O-])c1NCCN1CCNCC1 | 0% | 1% | 3.9% | i | -10% | -5% | 0.6 | . | 8%
O=C(COn1nnc2ccccc21)N1CCN(Cc2ccccc2)CC1 | 5% | 1% | 3.7% | i | 1% | 4% | -1.4 | 19%[11.3 µM] | ?
COCCN(CCOC)S(=O)(=O)c1ccc(C(=O)Nc2sc3c(c2C(=O)OC)CCN(C)C3)cc1 | . | -2% | 4.0% | i | -1% | -17% | . | -14% | .
C#CCN(C[C@@H]1[C@@H](OC(=O)NCc2ccc(OC)c(OC)c2)[C@@H](OC(=O)NCc2ccc(OC)c(OC)c2)Cn2c(=O)n(CCCCCC)c(=O)n21)S(=O)(=O)c1ccc(C)cc1 | 2% | . | -0.5% | i | -9% | 0% | -0.3 | 6% | .
CCCCNC(=O)CSc1nc2nc(C)c(Cc3ccccc3C)c(C)n2n1 | . | -2% | 0.6% | i | 0% | -8% | . | -2% | -7%[9.27 µM]
Cn1c(-c2cc3ccccc3oc2=O)nc2ccccc21 | 2% | 4% | 4.9% | i | 3% | 33% | 1.4 | 17% | ?
CC(=O)Nc1ccc(-c2ccnc3c2CC(C(=O)Nc2ccc4c(c2)OCO4)O3)cc1 (configuration not stated) | 6% | . | 0.8% | i | 8% | -2% | -0.8 | 13% | .
S=C(Nc1ccccn1)Nc1ccccc1Cl | 6% | 3% | ? | i | ? | -6% | -5.7 | 12% | ?
COc1ccccc1-n1c(-c2cn(C)nc2C)n[nH]c1=S | 5% | 3% | 3.8% | i | ? | -1% | 0.0 | 17% | 12%
COc1ccc(-c2nc(CNC(=O)Nc3ccccc3)c(C)o2)c(OC)c1 | . | -3% | 4.6% | ? | -22% | -7% | . | -22% | .
Cc1cccc(OCC(=O)N(Cc2cccs2)c2ccc(Cl)cc2)c1C | . | 0% | 7.1% | ? | ? | -31% | . | 15% | 4%
NC(=O)c1nn(-c2ccc(Cl)cc2Cl)c(=O)cc1O | 15% | -3% | -0.8% | i | -7% | 5% | -0.1 | -27% | ?
CC(=O)c1ccc(Nc2c3c(nc4ccccc24)CCCC3)cc1 | 6% | 2% | 13% | ? | -8% | -36% | -0.7 | . | 16%
CN(CC(=O)Nc1ccc(N2CCOCC2)cc1)C(=O)CCNC(=O)c1ccc(Br)cc1 | 7% | -5% | -0.1% | i | -6% | 0% | 0.8 | 8% | 2%
CN1CCCN(S(=O)(=O)c2cccc(C(F)(F)F)c2)c2nc3ccccc3nc21 | 4% | 3% | 0.4% | i | -21% | -26% | -0.9 | -2% | -8%
O=C(NCc1cccnc1)C1CCCN(S(=O)(=O)c2cccc3nsnc23)C1 (configuration not stated) | -3% | -4% | -0.6% | i | ? | 3% | -2.2 | -18% | -10%
COCCCNC(=S)N1CCC(C(=O)c2ccc3c(c2)OCCO3)CC1 | 6% | -7% | 0.5% | i | -10% | -1% | -2.5 | 0%[11.3 µM] | -25%
O=C(COC(=O)C1CCN(S(=O)(=O)c2cccs2)CC1)Nc1ccc(F)cc1F | 8% | 0% | -0.5% | i | 4% | 31% | -0.8 | 1% | 10%
O=C(N/N=C1\CCCc2ccccc21)c1cccc([N+](=O)[O-])c1 | 0% | 3% | 3.9% | i | -27% | -24% | -0.4 | 24% | 19%
CC(C)Oc1ccc(C(=O)Nc2ccc([N+](=O)[O-])cc2)cc1 | 0% | 0% | 2.7% | ? | -9% | -4% | 0.8 | . | -12%
CCOC(=O)C1(CCCc2ccccc2)CCN(C(=O)c2cnc(C)cn2)CC1 | 0% | 3% | 0.0% | i | -14% | -10% | -5.2 | -24% | -2%
CC(=O)Nc1ccccc1OCC(=O)NCCC1=CCCCC1 | -1% | 7% | 0.4% | i | 21% | -1% | -1.8 | 2% | 30%
CC[C@H](C)[C@H](NC(N)=O)C(=O)Nc1ccc(C)cc1 | -1% | 2% | 0.3% | i | -25% | -17% | 4.6 | -1% | 3%
Cc1nn(C)c2ncc(C(N)=O)c(Oc3ccc(Cl)cc3)c12 | 20% | 1% | 0.6% | i | 8% | 0% | -5.5 | -15% | -15%
Cc1ccnc(SCC(=O)N2CCN(c3ccccc3)CC2)n1 | 3% | -6% | -0.2% | i | -10% | -9% | -1.9 | -8% | 8%
O=C(C1CC1)N1CCN(c2ccc(F)cc2)CC1 | 2% | 8% | -0.8% | i | 9% | 8% | -0.1 | -3% | 9%
CCc1ccc(NC(=O)CNC(=O)c2cn(-c3ccccc3OC)c(=O)c3ccccc23)cc1 | -2% | -13% | 0.0% | i | 0% | -16% | -1.4 | 49%[activator] | ?
CCOc1ccc(/C=N/n2c(C3CCCCC3)n[nH]c2=S)cc1 | 0% | -2% | -0.2% | i | ? | -29% | -4.1 | 1% | -26%
O=C(Cn1ccc(=O)[nH]c1=O)NCCO | 0% | 1% | -0.4% | i | 21% | 4% | -0.3 | -13% | 27%
CC(=O)c1c(C)[nH]c(C(=O)Nc2cccc(S(=O)(=O)N3CCCCC3)c2)c1C | 3% | -10% | 16% | i | -29% | -42% | 0.3 | 26% | ?
COc1cc(C2=NOC(C(=O)Nc3cccnc3)C2)cc(OC)c1OC (configuration not stated) | 0% | -4% | -0.2% | i | 8% | 1% | 1.1 | 25%[11.3 µM] | -2%
COc1cc(C(O)P(=O)(OCC(C)C)OCC(C)C)cc(OC)c1OC (configuration not stated) | 1% | -3% | 1.8% | i | -4% | 9% | -1.3 | 2% | 17%
O=C(O)c1ccc(Nc2nc3ccccc3nc2NS(=O)(=O)c2cccs2)cc1 | -3% | -9% | 0.2% | i | 3% | -1% | 1.4 | -1% | 3%
CC(=O)Nc1cccc(OCCCNC(=O)c2ccc(F)cc2)c1 | -6% | -4% | -0.1% | i | 9% | -12% | 0.1 | 11% | 6%
Cc1ccc(-c2nnc(COc3cccc(-n4cnnn4)c3)o2)cc1 | 2% | 11% | 2.5% | i | -2% | -4% | 0.3 | 21% | 15%
COC(=O)c1ccccc1NC(=O)C/C(C)=N/NC(=O)CC#N | 18% | 18% | 2.5% | i | 9% | -7% | -0.5 | -7% | -8%
Cc1cc(C)cc(OCC(=O)Nc2ccc3c(c2)OCCO3)c1 | 22% | 21% | 0.1% | i | 2% | -21% | -0.4 | -31% | -20%
O=C(/C=C/c1ccccc1)N1c2ccccc2Sc2ccc(C(F)(F)F)cc21 | 0% | 17% | 3.5% | i | 0% | -13% | 0.0 | -3% | -5%
CCOC(=O)C1=C(C)N=C2SC(CC)C(=O)N2C1c1cccc(F)c1 (configuration not stated) | 7% | -4% | 0.3% | i | 0% | 13% | 0.1 | -1% | -8%
O=C(OCc1ccccc1)C1CCCN1C(=O)c1ccccc1[N+](=O)[O-] (configuration not stated) | -8% | 4% | -0.5% | i | ? | -1% | 1.9 | 1% | 7%
CCNS(=O)(=O)c1ccc(CCC(=O)NCc2cccnc2)cc1 | -1% | 11% | -0.7% | ? | 2% | 4% | -0.6 | . | 1%
COc1ccc2[nH]c3nc(SCC(=O)Nc4ccc5c(c4)OCO5)nnc3c2c1 | 2% | -10% | 0.3% | i | -6% | -11% | -1.9 | ? | ?
Cc1ccc(CNC(=O)c2cc(S(=O)(=O)N3CCCC(C)C3)cn2C)cc1 (configuration not stated) | . | 4% | 2.0% | i | ? | -6% | . | 6% | .
CCc1ccc(C2N3CC4(C)CN2CC(c2ccccc2)(C3)C4=O)cc1 (configuration not stated) | . | 12% | 1.8% | i | -23% | -10% | . | 4% | -5%
CCc1c(C)nc2ncnn2c1Nc1ccc(C#N)c(Cl)c1 | -13% | 2% | -0.8% | i | -22% | -1% | 0.4 | 7% | .
CN(C)CCNC(=O)c1cccc(-c2cnc3c(NC=O)cc(-c4ccc(F)cc4)cn23)c1 | 10% | . | 9.2% | . | ? | 11µM* | 0.0 | 0% | .
CC1CCN(C(=S)NC(=O)c2ccc(F)cc2)CC1 | 1% | 4% | 2.7% | i | -22% | -13% | -4.5 | 8% | 1%
COc1cccc(C(=O)OC2CCCN(C)C2)c1 (configuration not stated) | 3% | 1% | -0.5% | i | 2% | 0% | 0.2 | -6% | .
CC(C)Nc1nc(NCCO)nc2ccccc12 | -2% | . | 0.5% | ? | . | . | 0.9 | -8% | .
COc1ccc(C2=NOC(C)(c3nnc(Cc4ccccc4)o3)C2)cc1 (configuration not stated) | 10% | -4% | 1.8% | i | 8% | -1% | 0.1 | 11% | 1%
O=C(NCCc1ccccc1)c1nc2ncccn2n1 | 5% | 1% | -0.4% | i | -27% | 15% | -0.3 | 10% | .
O=C(O)CCCCCN1C(=O)/C(=C\c2ccc(-c3ccc(Cl)cc3)o2)SC1=S | ? | -4% | 0.0% | i | ? | -1% | -2.4 | 17% | 8%
